Screens from PubChem BioAssay.
AMA1 RON2 block: qHTS for Inhibitors of AMA1-RON; Towards Development of Antimalarial Drug Lead: Primary Screen; AlphaScreen AMA1-biotinylated RON2 peptide binding; Potency, µM (top dose mostly 58.2 µM), for the others: top-dose activity change, negative = inhibition, actives largely listed as inhibitors; 0.2% of 360,000 active;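 note: potency is the fitted concentration of half-maximal effect; 0% = vehicle wells and -100% = peptide control; nearly all actives have a fitted effect of over 45% in size; some results filed as inactive show a strong effect at the top dose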
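AMA1 (3D7) with his tag at 25 nM final met compounds first, then biotinylated RON2 peptide at 25 nM; detection used donor plus acceptor beads, 10 µg/mL apiece, read by AlphaScreen after 30 min at room temperature.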
Giardia FBPA inh: qHTS Assay for Inhibitors of Fructose-1,6-bisphosphate Aldolase from Giardia Lamblia; 0.71% of 290,000 active; A8B2U2; purified Giardia FBPA; Potency, µM (top dose mostly 59.6 µM), for the others: top-dose activity, negative = inhibition, usual class: inhibitors; note: potency is the fitted concentration of half-maximal effect; nearly all actives have a fitted effect of over 55% in size
Target sequence (A8B2U2 whole entry, looked up): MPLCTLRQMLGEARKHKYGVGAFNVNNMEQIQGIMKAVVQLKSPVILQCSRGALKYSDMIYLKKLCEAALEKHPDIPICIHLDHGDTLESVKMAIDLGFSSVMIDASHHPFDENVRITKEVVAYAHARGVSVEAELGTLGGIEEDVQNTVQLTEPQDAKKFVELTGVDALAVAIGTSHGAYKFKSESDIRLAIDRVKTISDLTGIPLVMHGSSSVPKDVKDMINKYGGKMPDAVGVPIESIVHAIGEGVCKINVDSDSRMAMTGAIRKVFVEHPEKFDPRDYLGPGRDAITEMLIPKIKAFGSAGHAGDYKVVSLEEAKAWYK
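Giardia FBPA (40 nM reagent) was preincubated 10 min at RT with compound (up to 57.5 uM final), then substrate plus GAPDH/TPI/NAD/arsenate coupling system with diaphorase/resazurin was added; resorufin fluorescence (525/598 nm) was read after 20 min.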
Sm TGR block: qHTS Assay for the Inhibitors of Schistosoma Mansoni Peroxiredoxins; 3% of 360,000 active; Schistosoma mansoni thioredoxin glutathione reductase (TGR), Q962Y6; purified TGR, DTNB reduction, TNB absorbance 405 nm; Potency, µM (titrated, usually from 114 µM), for inactives: at the top dose activity change, negative = inhibition, hits mostly inhibitors; note: potency is the fitted concentration of half-maximal effect; nearly all actives have a fitted effect of over 60% in size
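First, TGR (20 nM dispensed) and NADPH were mixed with compound. Second, a 15 min room-temperature incubation followed. Third, further NADPH and then DTNB were added to start the reaction. Finally, TNB absorbance was monitored kinetically.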
AmpC inh no detg: qHTS Inhibitors of AmpC Beta-Lactamase (assay without detergent); AmpC nitrocefin hydrolysis, absorbance 480 nm, 0.0001% Triton; Potency, µM (highest dose often 57.1 µM), for the others: at the top dose activity change, negative = inhibition, most hits filed as inhibitors; 0.52% of 330,000 active; P00811;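 note: potency is the fitted concentration of half-maximal effect; plate controls were no compound for no effect and no enzyme for full effect; nearly all actives have a fitted effect of over 20% in size; some results filed as inactive show a strong effect at the top dose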
Target sequence (P00811 whole entry, looked up): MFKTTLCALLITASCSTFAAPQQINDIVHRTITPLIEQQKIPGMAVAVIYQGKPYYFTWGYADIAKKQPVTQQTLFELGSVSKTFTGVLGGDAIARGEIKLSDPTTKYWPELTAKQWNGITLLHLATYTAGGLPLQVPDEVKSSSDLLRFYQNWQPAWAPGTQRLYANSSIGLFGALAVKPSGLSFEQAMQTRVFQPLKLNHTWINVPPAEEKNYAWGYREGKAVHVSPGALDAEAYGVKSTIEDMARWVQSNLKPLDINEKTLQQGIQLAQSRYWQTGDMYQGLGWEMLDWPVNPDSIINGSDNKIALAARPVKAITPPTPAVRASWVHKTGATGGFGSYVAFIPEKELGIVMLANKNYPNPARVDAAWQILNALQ
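AmpC (5.3 nM in the dispensed reagent) in 20 mM phosphate pH 7.0 with 0.01% (detergent screen) or 0.0001% Triton X-100 was preincubated with compounds for 15 min at room temperature. Nitrocefin was then added from an 800 uM solution, and hydrolysis was followed at 480 nm.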
HCMV inh: qHTS Assay for inhibitors of the human cytomegalovirus (HCMV); HFF cells, HCMV-luciferase reporter, 72 h; stronger effect = lower value; activity change, negative = inhibition, % at 57.5 µM; 4.5% of 410,000 active; AID 1259415, 2018; in the data active = activity change below about -60%; inconclusive = no clear call, values can overlap the other calls; inactive = above about -39%
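HFF cells seeded 16 h at 37C, treated with compounds, infected with luciferase-reporter HCMV at MOI 1 PFU/cell; luciferase read at 72 h post infection, normalized to buffer-only and Salinomycin controls.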
AmpC inh detg: qHTS Inhibitors of AmpC Beta-Lactamase (assay with detergent); AmpC hydrolysis of nitrocefin, absorbance 480 nm, 0.01% Triton; AID 485294, 2010; 0.041% of 370,000 active; Potency, µM (titrated, usually from 114 µM), inactives show at the highest dose activity change, negative = inhibition, actives largely listed as inhibitors; P00811;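 note: potency is the fitted concentration of half-maximal effect; 0% = no-compound wells and -100% = no-enzyme wells; nearly all actives have a fitted effect of over 25% in size; some results filed as inactive show a strong effect at the top dose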
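AmpC (5.3 nM in the dispensed reagent) in 20 mM phosphate pH 7.0 with 0.01% (detergent screen) or 0.0001% Triton X-100 was preincubated with compounds for 15 min at room temperature. Nitrocefin was then added from an 800 uM solution, and hydrolysis was followed at 480 nm.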
An asterisk follows results filed as active; u = inconclusive; x = not tested or not shown; [ ] = another dose, or the depositor's remark. Unless noted, calls come from the whole dose curve; as a rule, active = well fitted curve in the direction sought with a large enough effect; inconclusive = small, poorly fitted or top-dose-only effect, or another doubt; inactive = no such curve, though single readings can be large; an effect the other way counts as inactive or inconclusive. Unless noted, % is set by controls: 0 for no effect and ±100 for the full control effect.

SMILES | AMA1 RON2 block | Giardia FBPA inh | Sm TGR block | AmpC inh no detg | HCMV inh | AmpC inh detg
CCOc1ccccc1NC(=O)CSc1ncc(S(=O)(=O)c2ccc(C(C)(C)C)cc2)c(=O)[nH]1 | x | x | -1.9% | x | -2.5 | 17.9%
Cc1cc(=O)oc2cc(OCC3CC(c4ccc(Cl)cc4)=NO3)ccc12 (stereo unspecified) | 22.3% | -1.6% | -4.4% | -4.3% | -34.7 | -0.6%
Cc1cccc(C(=O)NC2CCN(C(=O)Nc3ccc(F)cc3)CC2)c1 | -2.3% | 8.0% | 39.8µM* | -19.3% | 43.5 | u
Cn1c(Cn2c(=O)sc3ccccc32)nnc1SCc1ccccn1 | 7.3% | -0.5% | -18.5% | -14.9% | 3.6 | 3.9%
COc1cc(CNCCSc2nnnn2C)ccc1OCc1ccccc1C | x | x | 8.4% | x | -13.4 | 0.0%
COc1ccccc1C(=O)N1CC2(C)CC1CC(C)(C)C2 (stereo unspecified) | 4.0% | 5.3% | -2.7% | 5.4% | 0.5 | 1.0%
Cc1ccccc1Nc1nnc(SCc2cc([N+](=O)[O-])cc3c2OCOC3)s1 | -4.4% | -0.1% | 0.5% | -34.8% | u | 3.1%
CC(C)(Cc1ccccc1)NC(=O)C(=O)c1cn(CC(=O)N2CCOCC2)c2ccccc12 | -12.7% | x | -20.4% | 175.1%[activator] | u | 0.5%
CCSc1nc(N2CCOCC2)c2c(c1C#N)CC(C)(C)N(C)C2 | 0.6% | -17.0% | -20.7% | 28.4% | 46.4 | -7.9%
COc1ccc([N+](=O)[O-])cc1NS(=O)(=O)Cc1ccccc1 | -8.1% | -2.4% | 6.0% | -2.2% | -31.4 | 1.0%
CCc1ccc(N(C(=O)c2csnn2)C(C(=O)NC(C)(C)CC)c2ccccn2)cc1 (stereo unspecified) | -6.1% | -3.1% | 4.9% | 27.7% | 6.9 | 2.2%
CCOC(=O)CNC(c1ccccc1)c1cc(Br)ccc1NC(=O)OCC (stereo unspecified) | 0.0% | -1.6% | 0.2% | 19.2% | u | -14.9%
COc1cc(NC(=O)c2ccc(-c3nc(COc4ccccc4)c(C)o3)cc2)cc(OC)c1 | x | x | 5.4% | x | -77.9* | 21.1%
Cc1ccc(S(=O)(=O)N2CCC(=O)N(C(COCc3ccccc3)Cc3ccccc3)CC2)cc1 (stereo unspecified) | 1.0% | -4.3% | -4.7% | -17.8% | -9.1 | u
O=C(Nc1cccc(-c2nc3ccccc3o2)c1)c1ccc(N2C(=O)C3C4C=CC(C4)C3C2=O)cc1 (stereo unspecified) | 0.0% | 12.3% | -15.0% | 1.4% | -26.0 | u
C=CCN(c1ccccc1)S(=O)(=O)c1cccc(C(=O)Nc2ncccc2C)c1 | 42.6%[activator] | x | 1.7% | -12.1% | u | u
COc1ccc2c(c1)c(N1CCCC1=O)c(C(=O)Nc1cc(C)c(Cl)cc1OC)n2C | x | x | 5.5% | x | 1.4 | 6.4%
Cc1noc(NS(=O)(=O)c2ccc(NC(=O)CCCOc3ccc(Cl)cc3Cl)cc2)c1C | -13.9% | 24.4% | -1.3% | -8.5% | -1.7 | -8.4%
O=c1c2ccccc2nc(/C=C/c2ccccc2F)n1-c1ccccc1O | -4.1% | 3.3% | 0.0% | -28.1% | -91.5* | 0.2%
C=CCNC(=O)C1CCCN(S(C)(=O)=O)C1 (stereo unspecified) | 33.8% | 3.7% | -21.2% | -11.0% | 18.2 | 0.4%
Cc1noc(C)c1CC(=O)NC1CC(C)(C)Cc2c1cnn2-c1ccccc1 (stereo unspecified) | -0.2% | x | -1.6% | 22.6% | -15.5 | 1.8%
CCOc1ccccc1CNCc1c(C(=O)O)c(C)n(Cc2ccc(C)cc2)c1C | x | x | -3.2% | x | 2.9 | 19.3%
Nc1nc(NCCCN2CCOCC2)nc(Nc2ccc(Cl)cc2)c1[N+](=O)[O-] | -15.8% | -0.6% | 3.7% | -7.7% | 31.1 | 2.3%
CCOC(=O)N1CCC(c2cc(=O)n3[nH]ccc3n2)CC1 | 0.5% | -13.5% | 0.0% | -14.6% | 12.4 | u
Cc1ccc(CN2CCN(/N=C/c3cc(Br)ccc3O)CC2)cc1 | -3.1% | 5.1% | 9.5% | -17.8% | 37.0 | 3.6%
Additional compounds follow.
SMILES | AMA1 RON2 block | Giardia FBPA inh | Sm TGR block | AmpC inh no detg | HCMV inh | AmpC inh detg
CC(=O)Nc1ccc(NC(=O)CSc2nnc3c4cc(Br)ccc4n(C)c3n2)cc1 | x | x | 0.4% | x | 38.8 | 5.9%
Cc1nc(C)n(CCNS(=O)(=O)c2ccc(C)c(C)c2)n1 | -2.0% | -6.2% | -9.7% | -5.5% | 16.7 | -13.8%
CC(C)CCn1c(SCc2ccc(Cl)cc2)nc2c1c(=O)[nH]c(=O)n2C | -0.4% | 1.4% | 20.8% | -13.4% | 32.4 | 5.6%
CCOc1ccccc1C(=O)Nc1cc(C)ccc1NC(=O)c1ccco1 | 0.9% | x | 3.2% | -2.1% | x | 4.2%
Cc1noc(C)c1C(=O)Nc1ccc(Cl)cc1C(F)(F)F | 4.1% | 1.5% | -6.7% | -12.3% | 21.2 | -9.6%
Cc1cc(C(=O)COC(=O)c2n[nH]c3ccccc23)c(C)n1C | -20.3% | -3.8% | -5.7% | -6.9% | 114.9 | 2.3%
Cn1c(=O)cc(OCCCC(=O)NCc2ccco2)c2ccccc21 | -1.4% | -15.7% | 39.8µM* | 1.3% | 256.1 | -6.8%
CCOc1ccc2nc(NS(=O)(=O)c3ccc(NC(C)=O)cc3)sc2c1 | -8.3% | 14.0% | 0.3% | -29.5% | 30.9 | u
CCc1cc(C(=O)O)c(NC(=O)/C=C/c2ccc(OC)c(OC)c2)s1 | -5.5% | 0.9% | -3.3% | -33.4% | -1.2 | -5.4%
COc1ccc(-c2cc(C3CC3)nc(N)c2C#N)cc1 | 8.8% | 14.0% | 6.3% | -29.7% | -9.3 | -7.4%
COC(=O)c1ccc(N2CCC(c3cc(-c4ccc(OC)cc4)n[nH]3)CC2)c([N+](=O)[O-])c1 | u | -3.5% | 18.5% | -12.9% | -33.3 | u
Cc1ccc(CN(C)C(=O)c2ccccc2Oc2ccccc2)o1 | -13.7% | -1.7% | 7.94µM* | 5.9% | 16.3 | 0.9%
CCOC(=O)c1c(NC(=O)c2ccc(S(=O)(=O)N3CCOCC3)cc2)sc2c1CCN(C(C)C)C2 | 4.4% | x | -9.8% | 183.1%[activator] | -14.8 | 1.0%
CC(C)CC(=O)N=C1SC2CS(=O)(=O)CC2N1Cc1ccccc1 (stereo unspecified) | -0.5% | -0.8% | -4.7% | -21.3% | -26.3 | -2.7%
Cc1nn(-c2ccccc2)c(OC(=O)c2cccs2)c1S(=O)(=O)c1ccccc1 | 5.1% | 6.0% | u | -21.1% | 17.3 | 2.0%
COCCN1CCN(Cc2cn(C)nc2-c2ccc(Oc3ccccc3)cc2)CC1 | -13.6% | -0.1% | -9.4% | 126.7%[activator] | 0.0 | 4.7%
CCC(C)C12CN3CCN(CC(C)(C3)C1=O)C2 (stereo unspecified) | 1.9% | 2.5% | 0.0% | 7.9% | 25.0 | 1.6%
CC1CCc2nn(CC(=O)NCCC3=CCCCC3)cc2C1 (stereo unspecified) | 5.5% | 1.1% | -8.0% | 0.562µM* | 32.2 | u
O=C(Oc1ccccc1Cl)c1ccc2c(=O)n3c(nc2c1)CCC3 | 21.3% | x | -12.7% | 20.3% | 2.1 | -8.6%
COc1ccc(CN(C(=O)Nc2cccc(Cl)c2)c2ccccn2)cc1OC | x | x | 3.3% | x | 47.5 | -0.4%
Cc1ccc(-n2nc(C(=O)NCc3ccc(F)cc3Cl)c3c4ccccc4n(C)c3c2=O)cc1 | x | x | -2.5% | x | 3.9 | -7.7%
NNC(=O)c1cccc(COc2cccc(Br)c2)c1 | 57.2%[activator] | -9.3% | -10.4% | 16.9% | 89.3 | -11.4%
CC1(C)OC2OC(COC(=O)c3ccccc3)C3OC(C)(C)OC3C2O1 (stereo unspecified) | -2.3% | 0.6% | -19.1% | 7.7% | 11.8 | -13.2%
CC(=O)C1=C(O)CCC1=NCCc1ccccc1 | 1.5% | 1.6% | 73.2%[activator] | 0.1% | 81.9 | u
CCCCn1c(=O)nc2n(-c3ccccc3C)c3ccccc3cc-2c1=O | 3.0% | 4.1% | -17.2% | -32.3% | -22.3 | -4.5%

Compounds above with fluorine (4):
SMILES | AMA1 RON2 block | Giardia FBPA inh | Sm TGR block | AmpC inh no detg | HCMV inh | AmpC inh detg
Cc1cccc(C(=O)NC2CCN(C(=O)Nc3ccc(F)cc3)CC2)c1 | -2.3% | 8.0% | 39.8µM* | -19.3% | 43.5 | u
O=c1c2ccccc2nc(/C=C/c2ccccc2F)n1-c1ccccc1O | -4.1% | 3.3% | 0.0% | -28.1% | -91.5* | 0.2%
Cc1noc(C)c1C(=O)Nc1ccc(Cl)cc1C(F)(F)F | 4.1% | 1.5% | -6.7% | -12.3% | 21.2 | -9.6%
Cc1ccc(-n2nc(C(=O)NCc3ccc(F)cc3Cl)c3c4ccccc4n(C)c3c2=O)cc1 | x | x | -2.5% | x | 3.9 | -7.7%

New compounds follow
SMILES | AMA1 RON2 block | Giardia FBPA inh | Sm TGR block | AmpC inh no detg | HCMV inh | AmpC inh detg
COc1ccc(Cl)cc1C(=O)NNC(=O)COC(=O)c1cccs1 | 30.0%[activator] | x | x | -22.4% | 7.3 | x
CC(=O)Nc1ccc(NS(=O)(=O)c2cc(-c3n[nH]c(=O)c4ccccc34)ccc2C)cc1 | -7.4% | -3.7% | -1.7% | -28.6% | 7.5 | 2.4%
CC1=CC(C)(C)N(C(=O)c2ccc(F)cc2)c2cc3c(cc21)OCO3 | u | -19.2% | 0.0% | -39.5% | u | 0.1%
O=C(COC(=O)CCN1C(=O)C2CC=CCC2C1=O)NCCc1ccccc1 (stereo unspecified) | -2.2% | -2.9% | 1.9% | 6.3% | -10.8 | 4.8%
COC(=O)c1cc(OC)c(OC)cc1NC(=O)c1ccccc1C | 2.0% | 0.5% | -5.9% | -6.3% | u | -5.5%
Cc1ccc(C2c3c(oc4ccccc4c3=O)C(=O)N2c2ccc(C)cn2)cc1 (stereo unspecified) | x | x | 0.3% | x | -28.0 | 10.5%
COc1ccc(/C(CC2OC(=O)c3ccccc32)=N\NC(N)=O)cc1 (stereo unspecified) | 13.9% | 0.4% | x | -22.8% | 1.4 | 2.6%
COc1cc(NC(=O)COC(=O)CC(NC(C)=O)c2ccccc2)cc(OC)c1 (stereo unspecified) | 4.7% | 0.0% | 16.9% | -2.1% | 47.0 | u
Nc1nc(Nc2ccccc2F)sc1C(=O)c1ccccc1 | -12.9% | 5.5% | -14.3% | -43.4% | 75.4 | -3.8%
